RPL19A TOR yeast – RPL19A-GFP expression modulators in yeast, primary screen, cell-based, S. cerevisiae, multiplex flow cytometry, MLPCN; S. cerevisiae RPL19A-GFP strain, 3 h; stronger effect = lower value; percent response vs DMSO, % at 10 µM; AID 2025, 2009; hit rate 0.3% among 330,000;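 active = percent response vs DMSO below 50%; inconclusive = fewer than 70 events counted for the yeast strain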;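 note: median channel GFP fluorescence of the barcoded RPL19A-GFP strain; ratio of sample median GFP to plate DMSO average so 100% = DMSO; lower means less RPL19A-GFP as with rapamycin TOR inhibition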
GRK2 inh – compounds blocking aptamer binding on GRK2 – biochemical, human GRK2, bead flow cytometry, HTS, primary screen | Beta-adrenergic receptor kinase 1 (Homo sapiens), P25098 | FAM-aptamer displacement from GRK2 | inhibition of aptamer binding, % at 10 µM | hit rate 0.59% among 330,000;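 active = inhibition of aptamer binding above 40%, roughly 3 SD of noise, on plates passing a quality check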;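 note: median bead fluorescence of bound FAM aptamer so fluorescent compounds give negative values; no value below 0 was filed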
LAP4-GFP MLPCN – modulators of LAP4-GFP expression in yeast, primary screen, S. cerevisiae, multiplex flow cytometry, MLPCN library | GFP response vs DMSO, % at 10 µM | 3 h; median GFP as percent of DMSO wells | hit rate 0.34% among 320,000;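 active = GFP response vs DMSO above a set limit, about the screen mean plus 3 SD, cut at about 150% in these data; inconclusive = under 70 cell events counted for the yeast strain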
JMJD2C inh – inhibitors of GASC-1 histone demethylase, primary screen, biochemical, fluorescence, DELFIA europium. GST-JMJD2C(1-420) H3K9me3 demethylation. hit rate 0.069% among 330,000. inhibition, % at 2.35 µM. Lysine-specific demethylase 4C (Homo sapiens), Q9H3R0. AID 2099, 2009;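 active = more than half of a compound's replicate wells show inhibition beyond 50%, single wells judged on their own value; inconclusive = some, but no more than half, of replicates pass 50% inhibition; inactive = no replicate passes 50% inhibition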;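 note: signal counts dimethyl H3K9 product captured on neutravidin plate; 0% = median of DMSO wells and 100% = 0.3 times that DMSO median; strong numbers were not always called active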
CIT2-GFP yeast – modulators of CIT2-GFP expression in yeast, primary screen, S. cerevisiae, GFP fusion, multiplex flow cytometry, MLPCN library; S. cerevisiae CIT2-GFP strain, 3 h; 100 means same as DMSO wells; GFP response vs DMSO, % at 10 µM; hit rate 0.065% among 320,000; AID 2029, 2009;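 active = GFP response relative to DMSO above a set limit, near the screen mean plus 3 SD, cut at about 150% in these data; inconclusive = Fewer than 70 cells measured for a yeast strain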;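 note: ratio of well median GFP fluorescence to mean of DMSO wells on the plate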
MEP2 TOR yeast – modulators of MEP2-GFP levels in yeast, primary screen, S. cerevisiae, multiplex flow cytometry, MLPCN library; S. cerevisiae MEP2-GFP strain, 3 h; 100% = DMSO control level; GFP response vs DMSO, % at 10 µM; hit rate 0.51% among 330,000;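 active = GFP response versus DMSO above a set limit, roughly screen mean plus 3 SD, cut at about 180% in these data; inconclusive = fewer than 70 cells counted for a yeast strain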;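 note: median GFP fluorescence of the barcode-gated MEP2-GFP cells per well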
VLA-4 inh – inhibition in human VLA-4 binding assay, primary screen, VLA-4 allosteric modulator project, MLPCN library, flow cytometry, VLA-4 expressing cells; inhibition, % (about 7 µM as worked out from the volumes in the protocol); ligand binding flow cytometry; hit rate 0.2% among 330,000; Integrin alpha-4 (Homo sapiens), P13612; in the data active = inhibition above about 50%
Target sequence (P13612 whole entry, looked up): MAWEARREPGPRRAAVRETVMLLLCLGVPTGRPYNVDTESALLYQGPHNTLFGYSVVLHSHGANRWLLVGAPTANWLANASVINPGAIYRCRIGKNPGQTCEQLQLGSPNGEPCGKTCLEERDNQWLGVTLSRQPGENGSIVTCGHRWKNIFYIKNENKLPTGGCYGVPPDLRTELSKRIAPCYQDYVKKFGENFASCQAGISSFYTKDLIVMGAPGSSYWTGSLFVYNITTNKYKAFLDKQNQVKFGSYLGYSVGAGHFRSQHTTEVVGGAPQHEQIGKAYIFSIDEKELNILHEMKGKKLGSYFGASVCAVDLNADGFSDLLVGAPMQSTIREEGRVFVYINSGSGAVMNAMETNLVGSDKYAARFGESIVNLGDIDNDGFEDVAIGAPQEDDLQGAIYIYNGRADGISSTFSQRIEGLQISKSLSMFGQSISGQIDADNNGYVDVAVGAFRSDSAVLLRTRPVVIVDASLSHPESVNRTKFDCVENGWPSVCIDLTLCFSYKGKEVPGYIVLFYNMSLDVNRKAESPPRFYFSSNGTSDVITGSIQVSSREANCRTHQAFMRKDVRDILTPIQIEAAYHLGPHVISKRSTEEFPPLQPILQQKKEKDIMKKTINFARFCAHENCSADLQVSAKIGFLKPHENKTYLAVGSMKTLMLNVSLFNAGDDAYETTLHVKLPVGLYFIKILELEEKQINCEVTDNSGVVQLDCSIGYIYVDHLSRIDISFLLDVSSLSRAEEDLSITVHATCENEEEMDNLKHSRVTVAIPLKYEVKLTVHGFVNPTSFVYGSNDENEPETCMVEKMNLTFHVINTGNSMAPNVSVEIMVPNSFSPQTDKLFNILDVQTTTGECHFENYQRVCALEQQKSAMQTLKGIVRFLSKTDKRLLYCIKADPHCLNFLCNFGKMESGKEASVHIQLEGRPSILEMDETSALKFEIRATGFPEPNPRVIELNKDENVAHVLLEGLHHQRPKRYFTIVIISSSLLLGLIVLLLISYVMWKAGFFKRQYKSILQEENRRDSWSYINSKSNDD
AGP1 TOR yeast – modulators of AGP1-GFP expression in yeast TOR pathway, primary screen, cell-based, multiplex flow cytometry, S. cerevisiae, MLPCN library; AID 2066, 2009; hit rate 0.02% among 320,000; GFP response vs DMSO, % at 10 µM; 3 h; GFP as percent of DMSO wells;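 active = GFP response relative to DMSO above a set limit, near screen average plus 3 SD, cut at about 150% in these data; inconclusive = fewer than 70 cells counted for the yeast strain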;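 note: median GFP channel fluorescence of the gated AGP1 strain per well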
Numbers without * were called inactive; ? = inconclusive; . = no result given; [ ] = remark or other dose. Some of the compounds tested; count on the stated rates, not on these rows.

Results follow in this order: RPL19A TOR yeast	GRK2 inh	LAP4-GFP MLPCN	JMJD2C inh	CIT2-GFP yeast	MEP2 TOR yeast	VLA-4 inh	AGP1 TOR yeast
O=C(CN1CC=C(c2ccccc2)CC1)NC(=O)NC1CCCCC1
→ 102	0	101	-1	105	104	12	105
Cc1c(N=Cc2c(O)n(CCc3ccc(F)cc3)c(=O)[nH]c2=O)c(=O)n(-c2ccccc2)n1C
→ 98	1	97	5	100	101	2	103
O=c1[nH]c(=S)n(-c2ccccc2F)c(O)c1C=Nc1ccc(N2CCOCC2)cc1
→ 105	0	82	3	109	108	-13	103
COc1ccc(-n2cnc3cc(C(=O)N4CCC5(CC4)OCCO5)ccc32)cc1
→ 107	5	96	2	99	110	3	94
C1=CC(Cc2cncs2)c2ccccc21 (configuration not stated)
→ 102	2	106	8	103	99	18	104
CCC12CN3CCN(CC(C3)C1O)C2 (configuration not stated)
→ 105	0	95	-18	105	103	-3	104
O=C1/C(=C/c2ccc3c(c2)OCO3)N2CCC1CC2
→ 104	0	101	9	100	107	24	95
CCC(C)N1C(=O)/C(=C\c2cnc(N(C)C)nc2)C(=O)NC1=S (configuration not stated)
→ 97	2	162*	4	80	89	2	94
COc1ccc(C(=O)NC(=S)N2C[C@H]3C[C@H](C2)c2cccc(=O)n2C3)cc1OC
→ 95	0	99	.	95	109	1	98
CCOC(=O)c1c(C)n(Cc2ccc3c(c2)OCO3)c2ccc(O)cc12
→ 108	10	114	1	107	103	3	110
CCCCOc1ccc(C(C)=O)cc1Cc1c(O)[nH]c(=S)[nH]c1=O
→ 104	4	105	1	104	116	6	104
Nc1c(C(=O)NCc2ccco2)c2nc3ccccc3nc2n1CCN1CCCCC1
→ 97	0	90	3	83	106	4	85
O=c1[nH]c2ccccc2c(=O)n1-c1ccc(Cl)cc1Cl
→ 102	0	102	3	104	100	2	106
CC(=O)c1ccc(OC(NC(=O)Cc2ccccc2)C(Cl)(Cl)Cl)cc1 (configuration not stated)
→ 96	1	107	2	97	99	-7	101
C[C@]12CCC3C(CC[C@H]4C[C@@H](O)CC[C@]34C)C1C[C@@H](Br)[C@H]2O (some centres not stated)
→ 95	1	109	-5	83	88	9	94
CN1CCN(c2nc(N)c(Br)c(Cl)n2)CC1
→ 94	0	100	20	100	94	15	98
CCOC(=O)C1=C(N)Oc2c(c(=O)oc3ccccc23)C12C(=O)N(C)c1ccccc12 (configuration not stated)
→ 100	1	99	-21	104	106	-25	107
CCC1(C(=O)c2ccc(C)cc2)C2c3ccccc3OC(=O)C21C(=O)O (configuration not stated)
→ 100	0	93	-4	94	101	0	96
CN1C(=O)C(c2ccccc2)C(=O)N(C)C1=O
→ 98	1	112	13	101	102	0	108
O=C(CN1CC(c2ccccc2)CC1=O)NCc1ccc(F)cc1 (configuration not stated)
→ 108	0	103	-2	97	108	-12	106
c1ccc2c(CN3CCN(C4CCCCC4)CC3)c[nH]c2c1
→ 86	0	82	2	83	88	-5	86
Cc1ccc(N2C(=O)CC(=O)NC2=O)cc1
→ 106	2	97	21	108	99	9	105
Cc1nccc2c1[nH]c1ccccc12
→ 102	0	99	0	89	97	38	97
CCN(CC)C(=O)c1ccc(NC(=O)c2sccc2-c2ccccc2)cc1
→ 100	1	96	17	141	138	-5	101
O=C(CN1CCOCC1)c1ccc2cc[nH]c2c1
→ 93	1	93	-1	89	96	1	95
Cn1c(O)c(C=Nc2cccc(C(F)(F)F)c2)c(=O)n(C)c1=O
→ 98	0	91	-50	106	102	6	88
CC1=C(C(=O)Nc2ccccc2)SCCO1
→ 100	0	126	13	78	100	48	86
O=C(c1c[nH]cc1-c1ccccc1)c1cccc2ccccc12
→ 102	2	105	10	106	103	-5	106
COc1cc(CN2CCCC(C(=O)c3sccc3C)C2)cc(OC)c1O (configuration not stated)
→ 111	1	105	-3	111	103	0	110
Cc1ccccc1N
→ 95	0	93	7	87	97	14	95

Results follow in this order: RPL19A TOR yeast	GRK2 inh	LAP4-GFP MLPCN	JMJD2C inh	CIT2-GFP yeast	MEP2 TOR yeast	VLA-4 inh	AGP1 TOR yeast
CC(=NCCC1=CCCCC1)c1c(O)n(-c2ccccc2)c(=O)[nH]c1=O
→ 95	0	99	-21	98	93	-5	95
CCC(=O)C(CCN1CCOCC1)(c1ccccc1)c1ccccc1
→ 105	1	100	6	105	101	8	109
CCOC(=O)CNC(=S)N1CC2C[C@@H](C1)Cn1c2cccc1=O
→ 99	0	99	3	97	107	5	101
C1=C(c2ccccc2)CCNC1
→ 95	0	93	24	95	87	11	96
O=c1[nH]c(=O)n(-c2ccccc2)c(O)c1/C=C/C=Nc1ccccc1
→ 106	1	104	-5	144	122	15	104
CCOC(=O)C1CCN(/C=C2/C(=O)NC(=S)N(c3cccc(OC)c3)C2=O)CC1
→ 105	3	97	-1	95	119	0	78
CN1C(=O)C(Cc2nc3ccccc3c(=O)n2-c2ccccc2)c2ccccc21 (configuration not stated)
→ 87	0	84	-3	85	89	2	89
O=c1[nH]c(=S)[nH]c(O)c1N=Nc1ccc(S(=O)(=O)N2CCc3ccccc32)cc1
→ 103	0	92	4	101	97	6	98
CCN1CCN(CC(c2ccccc2)c2ccccc2)CC1
→ 105	0	86	7	106	106	13	101
c1ccc(-c2[nH]c(-c3ccccc3)[n+](CC3CO3)c2-c2ccccc2)cc1 (configuration not stated)
→ 106	0	92	-8	106	100	5	105
O=C(O)Cn1cc(/C=C2\C(=O)NC(=O)N(c3ccc(F)cc3)C2=O)c2ccccc21
→ 105	3	103	-6	101	102	7	97
COc1cc(CC2C(=O)N(C)C(=O)N(C)C2=O)ccc1OCc1ccccc1
→ 108	0	90	52*	64	98	12	74
CC(C(=O)c1ccc2ccccc2c1)N1CCCCC1 (configuration not stated)
→ 100	1	90	6	99	98	-16	92
CC1=CC(=C2C(=O)NC(=S)NC2=O)C=C(C(F)(F)F)N1CCc1ccccc1
→ 104	0	89	10	103	100	8	96
O=C(/C=C/c1ccc(F)cc1)NC(=S)N1C[C@H]2C[C@H](C1)c1cccc(=O)n1C2
→ 100	1	102	?	110	109	6	106
CC1C2Cc3ccc(O)cc3[C@]1(C)CCN2CCc1ccccc1 (some centres not stated)
→ 92	0	103	.	99	93	-7	99
C=CCn1c(O)c(C(C)=Nc2ccc3c(c2)CCC3)c(=O)[nH]c1=O
→ 94	1	96	21	92	96	21	96
COC(=O)C1=C(c2ccccc2)C[C@@H]2CC[C@H]1N2C(=O)N1CCC(O)CC1
→ 101	2	95	0	96	101	15	104
COc1ccc(NC(=O)CN(C)C(=O)CSC(c2ccccc2)c2ccccc2)cc1
→ 94	0	101	-15	90	91	5	95
CCOc1cc2c(cc1OCC)-n1cccc1C(c1ccc(C)cc1C)NC2 (configuration not stated)
→ 99	1	97	-8	97	109	-9	96
N#CC1(c2ccccc2)CCN(C2CC(=O)N(c3ccc(F)cc3)C2=O)CC1 (configuration not stated)
→ 103	3	92	4	100	107	19	96
O=c1[nH]c(=O)n(Cc2ccccc2)c(O)c1C=Nc1ccc(CN2CCOCC2)cc1
→ .	0	103	-42	101	106	6	104
C[N+]1(C)C2CC(OC(=O)[C@H](CO)c3ccccc3)CC1C1OC12 (some centres not stated)
→ 97	1	125	.	92	100	-10	89
Cc1cccn2c(=O)c3c(nc12)N1CCCCC1C1(C3)C(=O)N(C)C(=O)N(C)C1=O (configuration not stated)
→ 97	2	108	-8	95	100	24	95
COc1ccc(-n2c(O)c(C(C)=NCc3ccco3)c(=O)[nH]c2=O)cc1
→ 103	1	100	-12	83	99	-4	92
Cc1ccc(-c2nn(Cc3ccccc3)cc2C(=O)O)cc1
→ 97	2	108	5	85	92	4	93
Cc1cccc(C)c1OC(=O)Cc1ccccc1
→ 93	0	89	-16	84	102	9	87
Cc1ccc(S(=O)(=O)c2nc(-c3ccccc3Cl)oc2N(C)C2CCN(C)CC2)cc1
→ 95	0	91	-2	89	92	13	93
c1ccc2[nH]c(CCNC3CCCCC3)nc2c1
→ 102	0	99	-2	101	100	3	100
C[N+]12CCC(CC1)C(C(O)(c1ccccc1)c1cccs1)C2 (configuration not stated)
→ 98	0	96	7	102	97	5	99

Results follow in this order: RPL19A TOR yeast	GRK2 inh	LAP4-GFP MLPCN	JMJD2C inh	CIT2-GFP yeast	MEP2 TOR yeast	VLA-4 inh	AGP1 TOR yeast
CN(C)C1=C(C#N)C(c2ccccc2)=NP(N(C)C)(N(C)C)=N1
→ 97	3	94	-2	106	99	17	108
Cn1cc(C(=O)OCC(=O)N2CCCCC2)c2ccccc21
→ 86	3	76	.	84	88	0	91
COC(=O)C1=C(c2cc3ccccc3o2)C[C@@H]2CC[C@H]1N2C(=O)NCc1ccco1
→ 103	1	97	1	105	107	-1	111
CN1CC(C(=O)c2ccc(Cl)cc2)C(c2ccccc2F)C1 (configuration not stated)
→ 96	0	102	13	92	94	7	95
CCc1nc2ccccc2c(=O)n1-c1ccccc1[N+](=O)[O-]
→ 99	2	99	8	87	96	7	121
CN1C(=O)C(c2ccc([N+](=O)[O-])cc2[N+](=O)[O-])C(=O)N(C)C1=O
→ 108	0	92	-19	86	105	4	87
C[C@]12CC[C@H](O)CC1=CC(=O)C1C2CC[C@]2(C)C(=O)[C@H](O)CC12 (some centres not stated)
→ 98	0	88	7	94	85	-18	88
CCOP(=S)(OCC)N1CCOCCOCCN(P(=S)(OCC)OCC)CCOCCOCC1
→ 96	0	107	6	96	109	-2	99
CP(=O)(O)CN1CCCCC1
→ 104	1	113	17	96	101	-2	105
CN1CCN(c2ncnc3ccc(Br)cc23)CC1
→ 99	1	106	4	100	104	1	95
COc1ccc(CNCCc2cccc(F)c2)c2ccccc12
→ 93	0	111	10	105	122	9	91
Cc1sc2c(c1C)C(c1cccs1)=NCC(=O)N2CC(=O)NCc1cccs1
→ 96	0	91	0	97	96	-28	95
O=[N+]([O-])[N-][n+]1cnn(Cc2ccc(Cl)cc2)c1
→ 99	3	107	17	97	103	15	107
CCOc1cc(CNCCc2c[nH]c3ccccc23)cc(Cl)c1OCC
→ 99	0	85	1	93	92	14	92
O=c1ccc2cc(OC3O[C@H](CO)[C@@H](O)[C@H](O)[C@H]3O)c(O)cc2o1 (some centres not stated)
→ 41*[may fluoresce violet]	0	94[may fluoresce violet]	.	?	208*[may fluoresce violet]	12	?
COC(=O)c1c(C)[nH]c(C(=O)C(Cc2ccccc2)N(C)C)c1C (configuration not stated)
→ 99	2	100	-2	108	108	-2	98
Cc1cc(=O)oc2cc(OCC(=O)N3CCC(C(=O)O)(c4ccccc4)CC3)ccc12
→ 92	2	95	?	107	105	12	97
Cc1cc(OCc2ccc([N+](=O)[O-])cc2)c2c3c(c(=O)oc2c1)CCCC3
→ 102	0	88	6	95	66	2	94
CC(C)(C)NC(=O)NC(=O)CN1CC=C(c2ccccc2)CC1
→ 90	0	93	20	98	97	25	95
O=C1CN=C(c2ccccc2F)c2cc(Cl)ccc2N1
→ 96	3	104	23	87	94	11	88
COCCCNC(=O)c1c(N)n(Cc2ccco2)c2nc3ccccc3nc12
→ 95[may fluoresce violet]	2	.	9	.	104[may fluoresce violet]	1	.
